CHRM5 agonist = agonists of human muscarinic M5 receptor (CHRM5) | P08912 | CHO-K1 hM5 cells, Fluo-8 calcium fluorescence; 0% DMSO wells, 100% maximal acetylcholine response | activation, % at 3 µM | 0.19% of 360,000 active | AID 624037;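 active means activation above the run's mean over test compounds plus 3 SD, cut at about 23% in these data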;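 further: signal is peak over basal fluorescence ratio across the kinetic read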
Target sequence (P08912 whole entry, looked up): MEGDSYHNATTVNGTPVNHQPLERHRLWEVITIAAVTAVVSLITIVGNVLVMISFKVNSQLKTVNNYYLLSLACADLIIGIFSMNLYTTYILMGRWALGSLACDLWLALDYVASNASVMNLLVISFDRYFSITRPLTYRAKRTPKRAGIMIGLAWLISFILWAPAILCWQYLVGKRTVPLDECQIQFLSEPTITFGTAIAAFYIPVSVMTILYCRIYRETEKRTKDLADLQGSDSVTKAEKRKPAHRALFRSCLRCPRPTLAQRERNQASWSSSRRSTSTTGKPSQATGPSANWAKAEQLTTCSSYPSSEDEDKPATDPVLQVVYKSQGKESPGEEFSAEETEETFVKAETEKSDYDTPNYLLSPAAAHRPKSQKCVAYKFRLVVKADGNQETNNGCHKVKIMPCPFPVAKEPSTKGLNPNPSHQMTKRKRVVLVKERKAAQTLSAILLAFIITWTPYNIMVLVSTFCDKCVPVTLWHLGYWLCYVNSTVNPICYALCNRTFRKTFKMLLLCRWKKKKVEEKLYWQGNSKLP
M5 antag = CHRM5 antagonism in calcium assay | P08912 | inhibition, % at 3 µM | 0.59% of 360,000 active | CHO-hM5 cells, Fluo-8 calcium fluorescence, ACh EC80;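 active means inhibition above a per-plate cutoff, the mean of that plate's test compounds plus 3 SD, cut at about 27% in these data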;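 further: 0% = acetylcholine EC80 with DMSO and 100% = DMSO without agonist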
M5 PAM = positive allosteric modulators of human muscarinic M5 receptor; P08912; CHO-K1 hM5, Fluo-8 calcium, ACh EC20 PAM; 0% = ACh EC20, 100% = ACh EC100; activation, % at 3 µM; 0.3% of 360,000 active;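 active means activation above the run cutoff, the mean activation of all test compounds plus 3 SD, cut at about 18% in these data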
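Probe or stimulus: acetylcholine, EC20 level; Assay system: human M5 receptor in CHO-K1 cells; Schedule: compound preincubation 140 s before EC20 acetylcholine addition; Technique: intracellular calcium via Fluo-8 fluorescence; Dosing: single-point, 3 µM nominal; Read-out basis: percent activation from peak-over-basal fluorescence ratio, scaled EC20-to-EC100 acetylcholine; Repeats: one well per compound, no replicates.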
M4 ag = CHRM4 agonism in calcium assay | CHO-K1 hM4/Gqi5, Fluo-8 calcium fluorescence; vehicle 0%, full acetylcholine response 100% | AID 624127 | activation, % at 3 µM | 0.14% of 360,000 active | P08173;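 active means activation above the run mean over all test wells plus 3 SD, cut at about 32% in these data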;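 further: peak over basal fluorescence ratio per well then scaled between controls; 0% = DMSO wells and 100% = acetylcholine at EC100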
Target sequence (P08173 whole entry, looked up): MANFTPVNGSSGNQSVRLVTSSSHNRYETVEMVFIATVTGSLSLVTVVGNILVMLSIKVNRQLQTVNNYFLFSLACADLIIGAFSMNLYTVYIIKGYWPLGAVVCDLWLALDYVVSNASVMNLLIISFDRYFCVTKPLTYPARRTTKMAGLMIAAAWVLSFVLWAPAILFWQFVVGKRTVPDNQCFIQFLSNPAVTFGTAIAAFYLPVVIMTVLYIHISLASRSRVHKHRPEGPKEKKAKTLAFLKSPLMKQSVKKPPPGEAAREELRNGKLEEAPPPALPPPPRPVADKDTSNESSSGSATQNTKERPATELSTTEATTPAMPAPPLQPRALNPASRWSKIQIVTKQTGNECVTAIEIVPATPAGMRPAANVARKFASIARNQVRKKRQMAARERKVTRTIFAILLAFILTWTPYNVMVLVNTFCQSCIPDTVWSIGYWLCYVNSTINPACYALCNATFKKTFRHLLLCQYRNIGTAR
M1 PAM = human CHRM1 positive allosteric modulation. activation, % at 3 µM. 0.088% of 360,000 active. CHO-K1 hM1, Fluo-8 calcium fluorescence, ACh EC20; 0% = ACh EC20, 100% = maximal ACh. P11229; in the data active means activation above about 19%, passing the limit was not always enough
CRFR2-BP ag = CRF-BP/CRF-R2 complex agonism; HEK293 CRF-R2/CRF-BP, calcium dye fluorescence (FLIPR); percent of saturating CRF peptide response; activation, % at 13.2 µM; 0.46% of 350,000 active; AID 588473;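 active means activation of at least 50%, plus an integration ratio under a set limit after plate pattern correction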;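 further: plate controls were neutral control wells without compound for no effect and CRF at EC100 for full effect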
M4 PAM = potentiates acetylcholine response at human M4 receptor; activation, % at 3 µM; P08173; 0.4% of 360,000 active; CHO-K1 hM4/Gqi5, Fluo-8 calcium fluorescence, ACh EC20; 0% = ACh EC20, 100% = maximal ACh;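 active means activation above its plate's cutoff, the mean activation of sample wells plus 3 SD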; further: some results filed as inactive read as strong as hits
CHRM4 antagonist = antagonists of human muscarinic M4 receptor (CHRM4); P08173; CHO-hM4 cells, ACh EC80, Fluo-8 calcium fluorescence; inhibition, % at 3 µM; 0.73% of 360,000 active; AID 624125;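 active means inhibition above its plate's cutoff, the mean inhibition of sample wells plus 3 SD, cut at about 27% in these data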;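 further: 0% = acetylcholine EC80 with DMSO and 100% = DMSO without agonist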
CRFBP-R2 block = antagonists of CRF-binding protein/CRF-R2 receptor complex; AID 588475; HEK293 CRF-R2/CRF-BP, CRF-induced calcium fluorescence; inhibition, % at 11.8 µM; 0.59% of 350,000 active;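 active means inhibition of the ligand-induced calcium signal above about 50% at the single tested concentration, limit read from the data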
An asterisk follows results filed as active; . = no result given.

Start of the data: the first 13 compounds as a preview:
SMILES	CHRM5 agonist	M5 antag	M5 PAM	M4 ag	M1 PAM	CRFR2-BP ag	M4 PAM	CHRM4 antagonist	CRFBP-R2 block
CC[C@]12c3[nH]c4cc(-c5ccco5)ccc4c3CCN1C(=O)[C@@H](CC(=O)NCCCOC)C[C@@H]2C(=O)N1CCN(C(=O)c2ccco2)CC1	-1	-7	3	0	7	-0.2	2	-5	19
COCCOc1ccc(C(F)(F)F)cc1NC(=O)c1ccc(C)cc1	-2	12	8	-1	-5	-0.1	8	6	-8
O=C(NCC1CCCO1)c1nn2c(c1Cl)NC(c1ccc(F)cc1)CC2C(F)(F)F (stereo unspecified)	1	-1	-1	4	3	15	2	-8	-26
Cc1ccc(C)c(NC(=O)COC(=O)c2cc3ccccc3oc2=O)c1	-1	15	-14	2	0	-0.9	1	8	12
COc1ccc2[nH]c(=O)c(CN(Cc3nnnn3Cc3ccc(F)cc3)CC3CCCO3)cc2c1 (stereo unspecified)	1	-2	-5	5	4	-1.7	3	-11	-2
Cc1ccc(C)c(C(O)c2ncc(-c3ccc(C(F)(F)F)cc3)[nH]2)c1 (stereo unspecified)	5	-2	3	3	-5	.	-3	6	.
COc1ccc(C2C(C(=O)NCc3ccccn3)c3ccccc3C(=O)N2C)cc1OC (stereo unspecified)	-5	9	12	0	8	-1.8	0	0	5
CCN(CC)CCNC(=O)c1cn(CC)c2ccc(S(=O)(=O)N3CCOCC3)cc2c1=O	-5	-9	5	1	1	-0.7	2	-8	0
CC(OC(=O)Cc1coc2ccc3ccccc3c12)C(=O)Nc1ncc(Cl)cc1Cl (stereo unspecified)	-1	7	-9	5	-2	-2.0	-7	-4	-72
Cc1ccc(NC(=S)NC2CCCC2)cc1	-6	3	-6	0	1	1.5	1	-5	20
Cc1c(NC(=S)SCc2ccccc2)c(=O)n(-c2ccccc2)n1C	-2	5	7	0	4	-1.4	-2	1	-82
CC(=O)N1CCN(c2ccc(NC(=O)C(c3ccccc3)c3ccccc3)cc2)CC1	5	-1	3	4	17	0.0	6	-7	-5
O=C(N/N=C/c1ccc2c(c1)OCO2)C(=O)Nc1ccccc1	3	-2	1	1	3	0.6	-21	15	5

The whole of this part, from the first entry:
SMILES	CHRM5 agonist	M5 antag	M5 PAM	M4 ag	M1 PAM	CRFR2-BP ag	M4 PAM	CHRM4 antagonist	CRFBP-R2 block
CC[C@]12c3[nH]c4cc(-c5ccco5)ccc4c3CCN1C(=O)[C@@H](CC(=O)NCCCOC)C[C@@H]2C(=O)N1CCN(C(=O)c2ccco2)CC1	-1	-7	3	0	7	-0.2	2	-5	19
COCCOc1ccc(C(F)(F)F)cc1NC(=O)c1ccc(C)cc1	-2	12	8	-1	-5	-0.1	8	6	-8
O=C(NCC1CCCO1)c1nn2c(c1Cl)NC(c1ccc(F)cc1)CC2C(F)(F)F (stereo unspecified)	1	-1	-1	4	3	15	2	-8	-26
Cc1ccc(C)c(NC(=O)COC(=O)c2cc3ccccc3oc2=O)c1	-1	15	-14	2	0	-0.9	1	8	12
COc1ccc2[nH]c(=O)c(CN(Cc3nnnn3Cc3ccc(F)cc3)CC3CCCO3)cc2c1 (stereo unspecified)	1	-2	-5	5	4	-1.7	3	-11	-2
Cc1ccc(C)c(C(O)c2ncc(-c3ccc(C(F)(F)F)cc3)[nH]2)c1 (stereo unspecified)	5	-2	3	3	-5	.	-3	6	.
COc1ccc(C2C(C(=O)NCc3ccccn3)c3ccccc3C(=O)N2C)cc1OC (stereo unspecified)	-5	9	12	0	8	-1.8	0	0	5
CCN(CC)CCNC(=O)c1cn(CC)c2ccc(S(=O)(=O)N3CCOCC3)cc2c1=O	-5	-9	5	1	1	-0.7	2	-8	0
CC(OC(=O)Cc1coc2ccc3ccccc3c12)C(=O)Nc1ncc(Cl)cc1Cl (stereo unspecified)	-1	7	-9	5	-2	-2.0	-7	-4	-72
Cc1ccc(NC(=S)NC2CCCC2)cc1	-6	3	-6	0	1	1.5	1	-5	20
Cc1c(NC(=S)SCc2ccccc2)c(=O)n(-c2ccccc2)n1C	-2	5	7	0	4	-1.4	-2	1	-82
CC(=O)N1CCN(c2ccc(NC(=O)C(c3ccccc3)c3ccccc3)cc2)CC1	5	-1	3	4	17	0.0	6	-7	-5
O=C(N/N=C/c1ccc2c(c1)OCO2)C(=O)Nc1ccccc1	3	-2	1	1	3	0.6	-21	15	5
N#Cc1cccc(NC(=O)c2nc(-c3ccccc3)n(-c3ccccc3)n2)c1	-7	10	-12	6	-2	1.4	-6	-5	-4
COc1ccc(NC2CCCN(C(=O)c3cc(C)nc4cc(F)ccc34)C2)cc1 (stereo unspecified)	-3	-10	8	2	13	-1.9	-1	-6	0
CC(Sc1ncn[nH]1)C(=O)NCc1ccccc1 (stereo unspecified)	-5	4	-6	0	7	-2.0	2	6	8
COc1ccc(-c2ccc(CNCCCN3CCOCC3)o2)cc1Cl	-8	8	1	2	4	-0.5	-1	3	11
O=C(N/N=C/c1ccncc1)c1ccc(-n2cccc2)cc1	-2	-8	-1	2	4	-0.2	18	-5	11
O=C(Cc1cccs1)NCc1ccc2c(c1)OCO2	-7	1	6	0	6	-1.5	-6	1	-5
O=C(NCCc1ccccc1)/C(=C\c1cccc([N+](=O)[O-])c1)NC(=O)c1ccco1	-3	3	2	3	9	-1.4	-3	-2	-1
CCCCNC(=O)COC(=O)CNC(=O)c1cc(Cl)cc([N+](=O)[O-])c1	0	9	2	1	8	-0.3	1	0	11
CCOC(=O)C(=C1Nc2ccccc2N1)n1c(-c2cccnc2)nc2ccccc21	10	-3	3	2	.	.	5	3	.
CCCCSc1n[nH]c(N)n1	-1	3	-8	0	2	0.3	-2	1	3
CC(=O)N1CCN(CC(=O)Nc2cc(S(=O)(=O)N3CCCCC3)ccc2C)CC1	3	8	2	1	5	-0.1	6	-6	-4
O=C(Cn1c(=O)n(CC(=O)NCc2ccccc2)c2ccccc21)NCc1ccccc1	4	-3	4	1	4	2.6	10	-3	14

(list continues)
SMILES	CHRM5 agonist	M5 antag	M5 PAM	M4 ag	M1 PAM	CRFR2-BP ag	M4 PAM	CHRM4 antagonist	CRFBP-R2 block
O=C1NC(CCc2ccccc2)C(=O)N1CCOc1ccccc1 (stereo unspecified)	0	8	0	2	3	3.7	9	-1	-24
Cc1cc(C)c2c(=O)n3c(nc2c1)C(CC(C)C)NC(=O)c1cccnc1-3 (stereo unspecified)	-3	8	-1	0	15	0.9	3	-2	-19
Cc1ccsc1/C=C/c1n[nH]c(=O)c(C#N)c1C	-3	16	-2	1	12	0.3	1	-9	10
O=C(Cc1ccc2c(c1)CCCC2)Nc1ccc2ccccc2c1	-2	0	-4	2	-1	-1.4	-3	-2	14
O=C(COC(=O)[C@H](Cc1c[nH]c2ccccc12)NC(=O)c1cccs1)NCc1ccccc1	0	10	-4	3	-2	-0.5	-1	7	-4
O=C(Nc1cccc2ccccc12)c1ccccc1Cl	-7	2	-2	1	3	-1.4	-2	-4	2
O[C@@H]1C[C@H](c2ccc(Cl)cc2)N(Cc2cccs2)C[C@H]1n1cc(C2CC2)nn1	1	6	-2	0	-1	1.8	-2	5	-8
CCN(CC)CCNC(=O)C(=O)Nc1cc2c3c(c1)CC(=O)N3CCC2	-6	1	-2	2	5	-1.8	-3	-7	0
Cc1onc(-c2ccccc2Cl)c1C(=O)O/N=C(\N)c1ccccc1	-6	2	-2	-1	-4	-0.5	-2	-7	-15
COc1cccc(-c2noc(C3CCCN(S(=O)(=O)c4cccc(Cl)c4C)C3)n2)c1 (stereo unspecified)	-1	6	-9	0	-3	12	-11	5	-37
COc1ccccc1-n1cnnc1SCC(=O)Nc1cccc(S(N)(=O)=O)c1	-4	-5	5	2	5	2.0	3	-26	1
CC1Cc2ccccc2N1c1nc(C2CC2)nc2c1nnn2Cc1ccccc1 (stereo unspecified)	-2	-7	4	0	3	4.9	20	-2	-5
CC(=O)OC(C(=O)N1CCN(c2ccc(F)cc2)CC1)c1ccccc1 (stereo unspecified)	-1	14	-8	1	-2	-0.2	-2	-7	16
Cc1cccc(OCCCC(=O)NC(C)c2ccccc2)c1 (stereo unspecified)	-3	2	0	1	3	-1.9	5	-2	8
Cc1ccc(CSc2cc(C)[nH]c(=O)n2)cc1	-5	23	-7	1	-8	-1.1	1	2	15
Cc1ccc2c(CN(C)Cc3ccc(OC(F)F)cc3)cc(=O)oc2c1C	2	6	-10	6	-10	7.5	-13	-5	-1
C/C(=N\NC(=O)CSc1nc(C)cc(C)n1)c1cccs1	-4	-13	15	0	8	0.4	-3	0	1
COc1cc(NC(=O)COC(=O)c2ccc3ccccc3n2)cc(OC)c1	-2	2	-3	5	4	0.8	-4	-4	-3
C/C(=N/NC(=O)c1ccc(Br)o1)c1cccc(NC(=O)c2ccc(F)cc2)c1	-1	1	3	0	-5	-3.9	3	2	-33
O=C(NCC12CC3CC(C1)CC(CNC(=O)N1CCCC1)(C3)C2)N1CCCC1	3	-9	9	-1	8	-0.9	4	1	11
C=CCc1ccc(OCC(O)CN2CCN(c3ccccc3)CC2)c(OC)c1 (stereo unspecified)	-2	9	-11	19	-10	0.2	-11	6	-2
CCn1cc(/C=C(\NC(=O)c2ccccc2F)C(=O)NCCN2CCOCC2)c2ccccc21	-3	2	-7	8	1	0.2	-1	-4	-9
COc1cccc2cc(-c3csc(NC(=O)CCC(=O)NCCCN4CCC(C)CC4)n3)c(=O)oc12	-4	13	-7	1	6	-0.1	-8	2	-17
COc1ccc2c(c1)OC(O)(C(F)(F)F)CC2=O (stereo unspecified)	4	-5	-5	0	6	2.7	-2	-6	-24
Cc1ccc(C)c(N2CC(C(=O)Nc3cc(C)on3)CC2=O)c1 (stereo unspecified)	-1	12	6	2	9	1.1	-5	-5	-3

Following part:
SMILES	CHRM5 agonist	M5 antag	M5 PAM	M4 ag	M1 PAM	CRFR2-BP ag	M4 PAM	CHRM4 antagonist	CRFBP-R2 block
Cc1nc(Cl)c(C#N)c2c1CCCC2	0	-3	2	0	5	-1.5	0	-2	0
Cn1c(Cn2c(=O)sc3ccccc32)nnc1SCC(=O)N1CCCCCC1	1	2	0	1	9	1.9	5	4	-10
O=C(N/N=C/c1ccc(-c2ccc(Br)cc2)o1)c1ccc2c(c1)OCO2	0	9	-4	1	11	0.6	8	10	-12
CCN(CC)CCSc1nc2ccc(OC)cc2[nH]1	-9	-1	4	0	-5	0.6	-9	-3	-8
O=C(NCc1ccc(F)cc1)C(c1cccnc1)N(C(=O)c1csnn1)c1ccccc1 (stereo unspecified)	-2	3	0	3	16	2.5	12	-15	-8
COc1cc2cncc(Cc3ccc(Cl)cc3)c2cc1OC	6	15	-12	18	-12	-0.8	-3	9	5
COc1ccc(S(=O)(=O)N2CCOCC2)cc1NC(=O)CCCOc1ccc(Cl)cc1C	-4	6	-18	9	2	2.7	0	-14	-2
O=C(COC(=O)/C=C/c1cccc(Br)c1)NC1CCCCC1	3	8	-7	1	-7	-0.7	-1	5	3
